High-throughput results as filed in PubChem BioAssay.
BLM inh – blocks DNA unwinding by human BLM helicase. AID 2528. recombinant BLM DNA unwinding, fluorescence dequenching. 350,000 tested, 0.2% active. Potency, µM (highest dose often 56.1 µM), for the others: top-dose activity change, negative = inhibition, usual class: inhibitors;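 also: potency is read from the fitted curve at half-maximal effect; plate controls were vehicle for no effect and no enzyme for full effect; nearly all actives have a fitted effect of over 35% in size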
Pol iota inh – DNA polymerase iota (human) inhibition; Q9UNA4; Pol iota fluorescent replication assay, 10 min; Potency, µM (titrated, usually from 115 µM), for the others: at the highest dose activity, negative = inhibition, actives largely listed as inhibitors; 390,000 tested, 1% active; AID 588590; also: potency is read from the fitted curve at half-maximal effect
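Pol iota at 10 nM preincubated 15 min with compounds at room temperature; reaction started with fluorescent substrate, 50 nM final. Fluorescence read kinetically at 0 and 10 min; buffer-only wells as negative control.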
Pol kappa inh – DNA polymerase kappa (human) inhibition | Q9UBT6 | purified Pol kappa, fluorescent DNA synthesis assay, 10 min | Potency, µM (doses to about 107 µM), inactives show at the top dose activity, negative = inhibition, usual class: inhibitors | 400,000 tested, 0.53% active | AID 588579; also: potency is read from the fitted curve at half-maximal effect; % is scaled to controls: 0 for no effect and ±100 for the full control effect
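Enzyme at 10 nM met test compounds for 15 min at room temperature. Substrate addition (50 nM final) began the reaction, which was monitored by fluorescence at 0 and 10 min.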
RXFP1 antag – blocks the human relaxin receptor RXFP1; HEK293-RXFP1, relaxin-stimulated cAMP HTRF, 30 min; active compounds read low; activity change, negative = inhibition, % at 57.5 µM; 350,000 tested, 0.59% active;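 active = activity change of -60% or lower, but not beyond a set lower limit; inconclusive = change between -60% and -40%, or beyond the set limit; inactive = change above -40%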; also: % is scaled to controls: 0 for no effect and ±100 for the full control effect
Tb PGK inh – T. brucei PGK inhibition | PGK/GAPDH coupled, Kinase-Glo luminescence, 60 min | AID 602233 | 380,000 tested, 0.043% active | Potency, µM (top dose mostly 57.5 µM), without a hit: at the highest dose activity change, negative = inhibition, most hits filed as inhibitors; also: potency is read from the fitted curve at half-maximal effect; % is scaled to controls: 0 for no effect and ±100 for the full control effect; nearly all actives have a fitted effect of over 60% in size
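Luminescent ATP detection (Kinase-Glo Plus) follows a 60-minute room-temperature incubation, with wells lacking PGK as controls. Buffer: 100 mM TEA (pH 7.6), 5 mM MgCl2, 0.01% Tween-20. Coupling enzyme GAPDH (100 nM final) supplies unstable 1,3-BPG in-well.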
POLB inh – DNA polymerase beta (human) inhibition. Pol beta primer extension/strand displacement, fluorescence kinetic. 340,000 tested, 1.3% active. P06746. Potency, µM (highest dose often 114 µM), for inactives: at the top dose activity change, negative = inhibition, usual class: inhibitors; also: potency is read from the fitted curve at half-maximal effect; % is scaled to controls: 0 for no effect and ±100 for the full control effect
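Kinetic readout of DNA synthesis with strand displacement by Pol beta. Compound and 10 nM enzyme sit 15 min at room temperature; 50 nM substrate starts the reaction, read immediately and at 10 min.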
APEX1 inh – inhibitors of human APE1 endonuclease | P27695 | recombinant APE1, TAMRA/BHQ-2 abasic DNA cleavage fluorescence | Potency, µM (series often up to 65.8 µM), for inactives: top-dose activity change, negative = inhibition, hits mostly inhibitors | 350,000 tested, 0.35% active | AID 2517;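 also: potency is read from the fitted curve at half-maximal effect; plate controls were vehicle for no effect and reference inhibitor for full effect; nearly all actives have a fitted effect of over 55% in size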
Target sequence (P27695 whole entry, looked up): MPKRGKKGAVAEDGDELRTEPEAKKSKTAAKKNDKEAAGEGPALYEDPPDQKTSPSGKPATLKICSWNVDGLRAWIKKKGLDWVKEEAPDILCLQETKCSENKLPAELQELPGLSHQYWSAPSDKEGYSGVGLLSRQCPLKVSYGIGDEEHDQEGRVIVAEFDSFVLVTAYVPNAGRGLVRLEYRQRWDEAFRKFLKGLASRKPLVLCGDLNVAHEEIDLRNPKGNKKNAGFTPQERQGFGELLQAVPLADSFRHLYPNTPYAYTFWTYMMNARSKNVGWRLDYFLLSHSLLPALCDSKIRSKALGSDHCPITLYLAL
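Incision of a quenched TAMRA/BHQ-2 THF abasic-site duplex (50 nM) by 0.75 nM APE1, after 15 min compound preincubation, measured as fluorescence increase over three 60 s reads. Values normalized to buffer, DMSO and NSC13755 control wells.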
Pol eta inh – blocks human DNA polymerase eta activity | Potency, µM (series often up to 114 µM), inactives show at the highest dose activity change, negative = inhibition, hits mostly inhibitors | 390,000 tested, 1.2% active | AID 588591 | recombinant Pol eta, fluorescent DNA replication assay | Q9Y253; also: potency is read from the fitted curve at half-maximal effect; % is scaled to controls: 0 for no effect and ±100 for the full control effect
Target sequence (Q9Y253 whole entry, looked up): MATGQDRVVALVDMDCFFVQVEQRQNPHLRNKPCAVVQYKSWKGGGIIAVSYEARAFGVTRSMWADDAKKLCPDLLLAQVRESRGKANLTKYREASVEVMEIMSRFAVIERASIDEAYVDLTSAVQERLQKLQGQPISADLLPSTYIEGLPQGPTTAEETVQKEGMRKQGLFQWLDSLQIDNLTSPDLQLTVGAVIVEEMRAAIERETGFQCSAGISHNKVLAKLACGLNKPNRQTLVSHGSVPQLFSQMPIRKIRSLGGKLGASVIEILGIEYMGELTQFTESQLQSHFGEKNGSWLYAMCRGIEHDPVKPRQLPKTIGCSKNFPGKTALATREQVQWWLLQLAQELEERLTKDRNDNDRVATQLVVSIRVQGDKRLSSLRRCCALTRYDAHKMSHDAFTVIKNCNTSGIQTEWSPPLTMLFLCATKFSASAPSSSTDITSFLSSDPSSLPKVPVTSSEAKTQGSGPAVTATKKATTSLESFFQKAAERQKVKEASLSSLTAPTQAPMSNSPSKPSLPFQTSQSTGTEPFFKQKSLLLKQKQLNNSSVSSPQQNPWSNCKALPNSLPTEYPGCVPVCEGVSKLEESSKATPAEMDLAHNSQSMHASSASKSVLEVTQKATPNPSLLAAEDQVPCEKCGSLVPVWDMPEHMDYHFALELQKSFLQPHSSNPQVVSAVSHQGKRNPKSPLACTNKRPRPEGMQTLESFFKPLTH
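Pol eta (10 nM) was preincubated with compounds for 15 min at room temperature, after which fluorescent replication substrate (50 nM final) was added to start the reaction. Fluorescence was read kinetically at 0 and 10 min.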
Anesthetic bind – binds horse apoferritin like a general anesthetic | AID 485281 | P02791 | 350,000 tested, 0.074% active | apoferritin/1-aminoanthracene competitive binding, fluorescence | Potency, µM (titrated, usually from 77.5 µM), for inactives: top-dose activity change, negative = displacement, hits mostly inhibitors; also: potency is read from the fitted curve at half-maximal effect; % is scaled to controls: 0 for no effect and ±100 for the full control effect; nearly all actives have a fitted effect of over 20% in size
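Concentration-response curves derived by four-parameter Hill fitting of normalized fluorescence, where compounds displaced 1-AMA from 10 uM horse apoferritin following a brief 10 min room-temperature incubation; propofol titration acted as positive control.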
Active calls of the source: *; i = inactive; ? = inconclusive; . = not tested or not shown; & = joins results of further samples; [ ] = another dose, or the depositor's remark. Unless noted, calls follow the shape of the dose curve; as a rule, active = well fitted curve in the direction sought with a large enough effect; inconclusive = small, poorly fitted or top-dose-only effect, or another doubt; inactive = no such curve, though single readings can be large; an effect the other way counts as inactive or inconclusive. This is a subset, so the mix of outcomes need not match the whole.

SMILES	BLM inh	Pol iota inh	Pol kappa inh	RXFP1 antag	Tb PGK inh	POLB inh	APEX1 inh	Pol eta inh	Anesthetic bind
Cc1ccc(N(C(=O)Cc2c[nH]c3ccccc23)C(C(=O)NC2CCCCC2)c2ccco2)cc1 (stereo not given)	-4%	-12%	-16%	-10	-4%	-11%	-6%	-15%	6%
Cc1cccc(N=CC=C2OC(C)(C)C(C)(C)O2)c1	-4%	34%[activator]	-10%	-18	-1%	-13%	0%	-28%	-5%
COC(=O)c1c(NC(=O)CN2CCN(S(=O)(=O)c3ccccc3[N+](=O)[O-])CC2)sc2c1CCC(C)C2 (stereo not given)	-3%	6%	-11%	.	4%	-2%	0%	-11%	-5%
OCC1(Cc2ccccc2F)CCCN(Cc2c(F)ccc(F)c2F)C1 (stereo not given)	-2%	75%[activator]	-17%	?	-6%	24%	-7%	-25%	-14%
Cc1ccc2c(c1)-c1c(cnn1CC(=O)N1CCN(c3cc(C)ccc3C)CC1)CO2	-10%	27%	11%	.	1%	30%	.	-5%	-4%
CCOc1ccc(C2C(C(=O)O)c3ccccc3C(=O)N2CCN2CCOCC2)cc1 (stereo not given)	2%	-5%	-8%	-6	3%	3%	1%	6%	-6%
Cn1c(=O)c2c(nc(CN3CCCCC3)n2CCc2ccccc2)n(C)c1=O	0%	1%	-7%	-8	-5%	25%	-1%	-6%	-9%
CC(O)[C@H]1CN=C(N)N1CC1CCCCC1 (stereo not given in full)	.	0%	-5%	.	4%	.	.	-12%	.
CCOC(=O)C1=c2s/c(=C\c3cccnc3)c(=O)n2C(N)=C(C(=O)OC)C1c1cccnc1 (stereo not given)	-3%	5%	5%	-12	i	15%	12%	?	-9%
CC(=O)c1c(C)[nH]c(C(=O)Nc2ccc(C)c(S(=O)(=O)N(C)C)c2)c1C	-5%	86%[activator]	-7%	-10	-3%	0%	-5%	-13%	-12%
Fc1ccc(C2=Nc3cccc4cccc(c34)N2)cc1	-7%	-11%	-1%	14	-9%	-20%	0%	4%	2%
Cc1nnc(SCC(=O)NCc2ccccc2)n1-c1ccccc1	-2%	-13%	0%	0	-8%	0%	4%	-11%	-7%
CC(C)C[C@@H](CN=[N+]=[N-])N1CCN(CC(C)C)CCC1=O	-3%	13%&16%	17%&-12%	.	i	34%	20%	-9%	-14%
Cc1ccc(NC(=S)N(CCN(C)C)C(C)c2cccnc2)c(C)c1 (stereo not given)	-6%	0%	-8%	-4	i	-11%	5%	-14%	-6%
CCN(c1cccc(C)c1)S(=O)(=O)c1nnc(NC(=O)c2ccco2)s1	-3%	-12%	1%	-4	-4%	?	70%[activator]	-15%	-11%
COc1ccc(-c2sc3ccccc3c2/C=C/c2ccc(N)cc2)cc1	.	-17%	-18%	.	-2%	.	-5%	-13%	.
CC1(C)c2[nH]c3ccccc3c2C[C@@H]2C(=O)N(Cc3ccc(F)cc3)C(=O)N21	.	6%	11%	.	i	.	.	-12%	.
O=C(CN1C(=O)C(=O)N(Cc2ccccc2)C1=O)Nc1ccc(OC(F)F)cc1	.	-2%	-22%	-3	-1%	.	16%	-13%	.
CCN(CC)c1ccc(NC(=O)c2cncc(Br)c2)cc1	0%	-8%	9%	-12	i	-10%	2%	-15%	4%
O=C(CNC(=O)c1ccccc1)NCCO	0%	11%	-6%	16	-4%	1%	2%	3%	1%
CN(C(=O)c1ccc(NC(=O)Cc2cccc(NC(=O)C3CCCN(C(=O)c4ccccc4)C3)c2)cc1)C1CC1 (stereo not given)	.	33%	-11%	.	-8%	.	.	-11%	.
O=C(O)c1cc(-c2ccc(Cl)cc2)n[nH]1	3%	13%	-3%	1	-11%	3%	10%	-11%	9%
Cc1ccc(-c2n[nH]c(=S)nc2-c2ccc(C)cc2)cc1	-2%	?	-6%	-25	-5%	30%	14%	-7%	-18%
CC(=O)c1ccc(-n2cc(C#N)c(=O)[nH]c2=O)cc1	0%	1%	-16%	11	.	-16%	12%	-18%	0%
COc1ccc(-c2ccc3nnc(SCC(N)=O)n3n2)cc1	-4%	27%	-16%	-17	-7%	1%	-2%	-20%	-3%
O=C(NCCc1ccccc1)c1ccc(Cl)c([N+](=O)[O-])c1	-1%	33%	-8%	-1	11%	-2%	1%	-22%	?
CN(C)c1nc2c(N)ncnc2n1C1OC(CO)C(O)C1O (stereo not given)	.	1%	-1%	-10	4%	.	.	-4%	.
COc1ccc(-c2csc(NC(C)c3nc4cc(C(=O)NCCCO)ccc4n3Cc3ccc(C)cc3)n2)cc1 (stereo not given)	.	-6%	11%	.	-8%	.	.	-12%	.
CN(C)c1ccc(C(CNS(=O)(=O)c2ccc(F)cc2)N2CCc3ccccc32)cc1 (stereo not given)	-13%	-18%	-6%[60.1 µM]	-9	-10%	-25%	.	-10%	4%
O=[N+]([O-])c1cccc(-c2ccc(/C=N/n3c(-c4ccccc4)n[nH]c3=S)o2)c1	3%	13%	0%	.	3%	1%	0%	-4%	-4%

Random excerpt: 4 records from the list, in no set order.
SMILES	BLM inh	Pol iota inh	Pol kappa inh	RXFP1 antag	Tb PGK inh	POLB inh	APEX1 inh	Pol eta inh	Anesthetic bind
CN(C(=O)c1ccc(NC(=O)Cc2cccc(NC(=O)C3CCCN(C(=O)c4ccccc4)C3)c2)cc1)C1CC1 (stereo not given)	.	33%	-11%	.	-8%	.	.	-11%	.
O=C(CN1C(=O)C(=O)N(Cc2ccccc2)C1=O)Nc1ccc(OC(F)F)cc1	.	-2%	-22%	-3	-1%	.	16%	-13%	.
CCN(CC)c1ccc(NC(=O)c2cncc(Br)c2)cc1	0%	-8%	9%	-12	i	-10%	2%	-15%	4%
Cc1ccc(-c2n[nH]c(=S)nc2-c2ccc(C)cc2)cc1	-2%	?	-6%	-25	-5%	30%	14%	-7%	-18%

The listing continues.
SMILES	BLM inh	Pol iota inh	Pol kappa inh	RXFP1 antag	Tb PGK inh	POLB inh	APEX1 inh	Pol eta inh	Anesthetic bind
CCOC(=O)c1c(-c2ccccc2)csc1NC(=O)/C(C#N)=C/c1ccc(OC)c(OC)c1	-4%	4%	-12%	-3	-8%	2%	0%	-6%	-4%
O=S(=O)(c1cccc(S(=O)(=O)N2CCCC2)c1)c1cccc(S(=O)(=O)N2CCCC2)c1	-1%	2%	1%	-19	i	18%	5%	-12%	-11%
CCOC(=O)c1ccc(S(=O)(=O)N2CCN(C/C=C/c3ccccc3)CC2)cc1	.	12%	7%	2	-8%	.	-12%	-23%	.
Cc1ccc(C)c(NC(=S)N2CCC(NC(=O)c3ccccc3)CC2)c1	-3%	50%[activator]	3%	-4	-2%	-1%	5%	-14%	-2%
O=C(CN1C(=O)COc2ccccc21)N1CCc2ccccc2C1	1%	5%	-2%	-2	-7%	-11%	12%	-4%	-3%
O=C(CCCC1=NS(=O)(=O)c2ccccc2N1)N1CCN(c2ccc([N+](=O)[O-])cc2)CC1	-2%	15%	-18%	-11	-10%	-20%	-15%	3%	-21%
O=C(O)c1nc(-c2ccccc2)n(-c2ccc(Cl)cc2)n1	-3%	6%	-16%	-7	0%	1%	-3%	-13%	-7%
CCO[C@H]1OC(C(=O)NC2CC2)=C[C@@H](c2ccc3c(c2)OCO3)[C@@H]1CCCO	1%	14%	-2%	.	-1%	1%	5%	-5%	-1%
CC(C)N1CCN(Cc2cccn2-c2ccccn2)CC1CCO (stereo not given)	-2%	16%	3%[60.1 µM]	0	8%	-26%	-5%	-17%	-1%
Clc1ccc(Nc2nc(-c3ccccc3)c3ccccc3n2)c(Cl)c1	-4%	-21%	-12%	2	7%	-13%	.	-9%	4%
COCCNC(=O)NC(=O)CSc1nc(C)c(C)c(C)n1	-1%	133%[activator]	-3%	-1	0%	7%	-3%	-22%	-2%
CC1(C(=O)OCc2cc(=O)n3cc(Br)ccc3n2)CC1(Cl)Cl (stereo not given)	-4%	3%	-7%	19	1%	-25%	-5%	-7%	?
CCCCN(C(=O)CSc1nnnn1C)c1c(N)n(Cc2ccccc2)c(=O)[nH]c1=O	-1%	21%	-10%	-16	7%	22%	4%	2%	3%
O=C(NCc1ccccc1)Nc1cccc2ccccc12	-3%	-8%	5%	-6	6%	0%	0%	-14%	-13%
COCCn1c(Cc2ccccc2)nnc1SCC(=O)NC(C)C	-2%	37%[activator]	-3%	0	-1%	0%	1%	-7%	-10%
Clc1ccsc1-c1ccnc(-n2cccc2)n1	-9%	-20%	1%	2	-1%	-3%	5%	-8%	-16%
CC1=C(c2ccc(F)cc2)S(=O)(=O)N=C1N1CCC(C(=O)NCCc2cccc(C)c2)CC1	-3%	?	-12%	-11	.	?	.	.	?
CCn1c(CCCOc2ccc(Cl)cc2Cl)nnc1SCC(=O)Nc1cc(F)ccc1C	-8%	5%	-21%	1	-4%	-5%	-4%	?	30%
CCC(=O)Nc1cccc(NC(=S)NC(=O)c2cccc(C)c2)c1	0%	12%	-16%	-4	8%	24%	-7%	-15%	-14%
CC1CCCC(C)N1/N=C/c1ccccc1Br (stereo not given)	-1%	148%[activator]	1%	-8	-3%	46%	-16%	8%	-7%
Cc1cc(C)c2c(=O)[nH]c(SCC(=O)Nc3ccccc3)nc2n1	-1%	-2%	-10%	-2	i	1%	6%	9%	-6%
CCOC(=O)c1ccc(NC(=O)Nc2ccc(F)cc2)cc1	-4%	3%	-24%	16	i	-24%	-2%	-1%	-10%
NC(=O)c1cnccc1C=Cc1ccccc1	.	81%[activator]	-3%	-19	i	.	.	-3%	.
Cc1ccc(C(=O)N/C(=C\c2ccc([N+](=O)[O-])cc2)C(=O)NCCc2ccccc2)cc1	1%	2%[58.9 µM]	-12%	1	i	21%	-2%	6%	-21%
CC(=O)Nc1ccc(S(=O)(=O)N2CCC(C(=O)NCc3ccncc3)CC2)cc1	-1%	74%[activator]	-6%	10	-14%	16%	13%	-22%	-1%
CC(C)CCC1=NN(C(=O)c2ccco2)C(O)(C(F)(F)F)C1 (stereo not given)	4%	39%[activator]	-6%	-23	4%	48%	8%	-4%	-24%
